JMJD2C inh: human JMJD2C demethylase inhibition; actives 0.069% (n = 330,000); AID 2099; GST-JMJD2C(1-420) H3K9me3 demethylation, DELFIA europium; inhibition, % at 2.35 µM; Q9H3R0;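 active = more than half of a compound's replicate wells show inhibition beyond 50%, single wells judged on their own value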;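 also: signal counts dimethyl H3K9 product captured on neutravidin plate; 0% = median of DMSO wells and 100% = 0.3 times that DMSO median; strong numbers were not always called active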
Target sequence (Q9H3R0 1-420 limits assumed): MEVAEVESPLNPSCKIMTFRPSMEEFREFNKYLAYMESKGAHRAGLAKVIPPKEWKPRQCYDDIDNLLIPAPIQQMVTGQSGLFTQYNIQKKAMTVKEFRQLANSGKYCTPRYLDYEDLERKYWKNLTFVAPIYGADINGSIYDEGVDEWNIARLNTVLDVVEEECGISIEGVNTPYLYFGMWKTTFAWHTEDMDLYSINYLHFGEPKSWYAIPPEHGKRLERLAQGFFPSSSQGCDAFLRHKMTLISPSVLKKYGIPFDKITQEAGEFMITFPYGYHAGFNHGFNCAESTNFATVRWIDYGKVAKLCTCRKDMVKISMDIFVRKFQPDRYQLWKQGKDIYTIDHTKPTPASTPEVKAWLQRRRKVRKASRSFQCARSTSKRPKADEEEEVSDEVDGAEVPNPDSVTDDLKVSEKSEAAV
procasp7 counter: counter-screen: procaspase-7 (human) activation. actives 0.093% (n = 330,000). activation, % at 8.5 µM. recombinant procaspase-7, Ac-DEVD-pNA absorbance 405 nm; D23A/D198A/D206A triple mutant, cannot self-cleave; scale: DMSO 0, 5 µM enzyme 100. AID 463210. P55210;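 active = percent activation above the screen-wide mean plus 3 SD, cut at about 25% in these data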
Target sequence (P55210 whole entry D23A/D198A/D206A): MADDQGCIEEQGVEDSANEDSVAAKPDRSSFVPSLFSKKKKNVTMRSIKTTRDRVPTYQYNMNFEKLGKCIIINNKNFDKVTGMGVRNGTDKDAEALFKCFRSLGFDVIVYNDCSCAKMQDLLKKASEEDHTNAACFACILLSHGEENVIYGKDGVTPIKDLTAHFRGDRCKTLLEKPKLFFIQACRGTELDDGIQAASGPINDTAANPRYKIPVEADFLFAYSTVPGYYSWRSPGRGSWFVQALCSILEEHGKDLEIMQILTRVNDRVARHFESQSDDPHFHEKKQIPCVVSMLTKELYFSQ
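signal = Epi-absorbance of released pNA at 405 nm, two timepoints | assay system = Uncleavable procaspase-7 mutant enzyme | reagent = Ac-DEVD-pNA substrate, 400 µM as added | times = 1 h enzyme–compound preincubation and 2 h substrate reaction, both 25 °C | benchmarks = low DMSO alone, high DMSO plus 5 µM PC-7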
AHR act: activates the human aryl hydrocarbon receptor. activation, % at 5 µM. P35869. AHR-responsive luciferase reporter cells, luminescence. AID 2796. actives 2.5% (n = 320,000); in the data active = activation above about 47%;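 also: 0% = vehicle wells and 100% = reference agonist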
RPL19A-GFP yeast: alters RPL19A-GFP fluorescence in TOR pathway yeast screen | percent response vs DMSO, % at 10 µM | S. cerevisiae RPL19A-GFP strain, flow cytometry, 3 h; hits give low values | actives 0.3% (n = 330,000);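 active = percent response vs DMSO below 50%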;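 also: median channel GFP fluorescence of the barcoded RPL19A-GFP strain; ratio of sample median GFP to plate DMSO average so 100% = DMSO; lower means less RPL19A-GFP as with rapamycin TOR inhibition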
LAP4-GFP MLPCN: yeast TOR pathway LAP4-GFP modulation; S. cerevisiae LAP4-GFP multiplex, flow cytometry GFP, 3 h; median GFP as percent of DMSO wells; GFP response vs DMSO, % at 10 µM; actives 0.34% (n = 320,000); AID 2023;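 active = GFP response vs DMSO above a set limit, about the screen mean plus 3 SD, cut at about 150% in these data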
CR mimetic SO: caloric restriction mimetics inhibiting age-related superoxide in yeast | S. cerevisiae aged cells, superoxide DHE fluorescence; hits give low values | superoxide response (% of plate mean), % at 10 µM | actives 0.18% (n = 330,000);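 active = superoxide response under a set limit, about three screen SD below normal, cut at about 65% in these data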;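 also: yeast aged for seven days with compound at 30 °C before DHE staining; 100% = average MFI of all compound-treated wells on the plate with controls excluded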
proCasp3 act: activators of human procaspase-3 | P42574 | recombinant procaspase-3 D3A, Ac-DEVD-pNA absorbance 405 nm | activation, % at 8.5 µM | actives 0.11% (n = 330,000) | AID 463141;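 active = activation above the mean of all tested compounds plus 3 SD, cut at about 21% in these data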;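 also: 0% = DMSO alone and 100% = DMSO wells spiked with extra 5 µM PC-3 D3A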
Target sequence (P42574 whole entry D9A/D28A/D175A): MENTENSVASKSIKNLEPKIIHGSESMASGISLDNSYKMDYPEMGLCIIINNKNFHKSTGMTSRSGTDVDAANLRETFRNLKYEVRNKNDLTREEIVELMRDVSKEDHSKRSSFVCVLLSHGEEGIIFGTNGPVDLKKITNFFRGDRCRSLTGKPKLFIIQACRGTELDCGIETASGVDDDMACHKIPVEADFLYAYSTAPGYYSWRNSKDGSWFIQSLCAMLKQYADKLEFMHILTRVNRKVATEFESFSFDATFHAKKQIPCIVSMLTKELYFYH
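Assay system – Procaspase-3 D3A mutant, all three cleavage aspartates alanine · Controls – DMSO-only low control, 5 µM PC-3 D3A high control · Schedule – 1 h compound preincubation, 2 h substrate hydrolysis at 25 °C · Signal – 405 nm absorbance of p-nitroaniline, reads at 0 and 120 min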
MEP2 TOR yeast: yeast TOR pathway MEP2-GFP modulation. S. cerevisiae MEP2-GFP strain, flow cytometry GFP, 3 h; 100% = DMSO control level. GFP response vs DMSO, % at 10 µM. actives 0.51% (n = 330,000);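 active = GFP response versus DMSO above a set limit, roughly screen mean plus 3 SD, cut at about 180% in these data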;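 also: median GFP fluorescence of the barcode-gated MEP2-GFP cells per well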
Starred values were filed as active, the others as inactive; / = not tested or not shown; & = joins results of further samples; [ ] = another dose, or the depositor's remark.

SMILES	JMJD2C inh	procasp7 counter	AHR act	RPL19A-GFP yeast	LAP4-GFP MLPCN	CR mimetic SO	proCasp3 act	MEP2 TOR yeast
O=C(NCc1ccncc1)c1cn(-c2ccccc2)nc1-c1cccnc1	4	0	19	108	116	106	12	99
COc1ccc(N(C)S(=O)(=O)c2cccc(C(=O)NCC(c3cccs3)N(C)C)c2)cc1 (stereo not given)	-6	-4	5	97	100	101	7	96
COc1ccc(-c2ccc(C(C)=O)cc2)cc1[C@H]1[C@H]2C=CC[C@@H](C)[C@@H]2C(=O)N1Cc1ccccc1	11	-8	2	100	122	108	6	89
CCCCN1C(=O)c2ccc(C(=O)NC3=NCCS3)cc2C1=O	-5	-7	13	96	91	108	-5	92
Cc1ccc(C)c(-c2nn(-c3cc(N4CCN(CCO)CC4)ccc3[N+](=O)[O-])c(=O)c3ccccc23)c1	2	-11	-2	102	100	108	-7	106
CCOC(=O)c1ccc(NC(=O)c2cccnc2)cc1	-4	/	/	104	98	101	/	111
CCOc1cc(CN2CCOCC2)cc(C(C)=O)c1	-2	2	2	96	88	89	1	98
Cc1c(NC(=O)C(C)N2C(=O)NC3(CCC(C)CC3)C2=O)c(=O)n(-c2ccccc2)n1C (stereo not given)	12	4	1	96	102	84	2	99
Cc1ccc(S(=O)(=O)N2CCC(C(=O)N3CCC[C@H]3C(=O)NCc3ccccc3)CC2)cc1	8	5	-1	102	112	96	8	101
CN1CCN(C(=O)C2=C[C@H](c3csc4ccccc34)C[C@H](OCc3ccc(CO)cc3)O2)CC1	22	-9	2	99	95	100	-5	104
CCOC(=O)C1CCN(c2cc(=O)n(-c3ccccc3Cl)c(=O)[nH]2)CC1	-8	4	0	99	101	89	1	96
CCC(C(=O)N1CCN(c2cccc(Cl)c2)CC1)c1ccccc1 (stereo not given)	5	5	0	97	108	87	2	95
Cc1nc2ccc(S(=O)(=O)N(C)CC(=O)NCc3ccc4c(c3)OCO4)cc2s1	-2	6	0	97	95	104	-1	91
CC(C)CC(NC(=O)C1CCC(=O)N1C(=O)OCc1ccccc1)C(=O)NC(Cc1ccccc1)C(N)=O (stereo not given)	1	14	-1	98	98	95	6	103
CCc1ccc2c(c1)c1nnc(NN)nc1n2CC	3	-5	10	95	96	99	-5	104
COc1ccc(C2(C(=O)Nc3nncs3)CCCC2)cc1	-2	-5	0	99	99	85	-1	100
O=[n+]1c2c(n([O-])c3cc(F)c(F)cc31)CCCC2	-11	-11	3	100	103	93	-21	100
CCc1ccc2oc(-c3ccc(OC)cc3)cc(=Nc3cccc(C(=O)O)c3)c2c1	-22	-18	-12	90	110	99	-17	94
O=C(Cc1cccs1)NCc1cccc(Br)c1	-1	/	/	104	95	94	/	110
Cc1ccc(/C=c2/sc3n(c2=O)CCCN=3)o1	-6	6	-15	108	112	95	-6	105

Quoted from the entries so far, four compounds:
SMILES	JMJD2C inh	procasp7 counter	AHR act	RPL19A-GFP yeast	LAP4-GFP MLPCN	CR mimetic SO	proCasp3 act	MEP2 TOR yeast
O=C(NCc1ccncc1)c1cn(-c2ccccc2)nc1-c1cccnc1	4	0	19	108	116	106	12	99
COc1ccc(N(C)S(=O)(=O)c2cccc(C(=O)NCC(c3cccs3)N(C)C)c2)cc1 (stereo not given)	-6	-4	5	97	100	101	7	96
COc1ccc(-c2ccc(C(C)=O)cc2)cc1[C@H]1[C@H]2C=CC[C@@H](C)[C@@H]2C(=O)N1Cc1ccccc1	11	-8	2	100	122	108	6	89
CCCCN1C(=O)c2ccc(C(=O)NC3=NCCS3)cc2C1=O	-5	-7	13	96	91	108	-5	92

The list goes on.
SMILES	JMJD2C inh	procasp7 counter	AHR act	RPL19A-GFP yeast	LAP4-GFP MLPCN	CR mimetic SO	proCasp3 act	MEP2 TOR yeast
Cc1ccc(-n2c(C)cc(C(=O)COC(=O)C3=NNC(=O)CC3)c2C)cc1	9	3	-3	103	104	111	-3	111
CC1=C(C(=O)Nc2ccccc2)C(c2ccccn2)n2ncnc2N1 (stereo not given)	11	0	0	98	91	98	7	91
Cc1ccccc1Cn1c(-c2ccc(=O)[nH]c2)nc2ccccc21	-22	3	0	105	97	114	10	106
N#CCCN1CCN(S(=O)(=O)c2ccc(S(=O)(=O)NC3CCCC3)cc2)CC1	-9&6	-2	3	101	102	100	0	109
C=CCOc1ccc(C2C(C(=O)c3ccco3)=C(O)C(=O)N2CCCN(CC)CC)cc1 (stereo not given)	2	-26	-3	95	93	85	-13	103
CC(C)CCn1c(CN2CCOCC2)nc2c1c(=O)n(C)c(=O)n2C	-18	4	0	105	105	75	1	101
ClC1(Cl)CC1Cn1cnc2ccccc21 (stereo not given)	11	-3	0	98	99	103	-3	95
N=c1sc2ccccc2n1-c1ccccc1	18	-42	-3	104	104	101	-5	119
Cc1cnn(-c2cc(N/N=C/c3cccc(F)c3)ncn2)c1	-6	3	13	98	94	104	-1	105
CCCCSc1nc2sc3c(c2c(=O)n1-c1ccc(C)cc1)CCN(C)C3	4	/	/	100	90	98	/	104
CCN(CC)C(=O)CNC(=O)c1nn(-c2ccc(OC)c(Cl)c2)c(=O)c2ccccc12	-12	14	2	111	103	109	8	111
O=C(CNC(=O)c1ccccc1)OCC(=O)c1ccccc1Cl	1	13	-1	105[may fluoresce green]	100[may fluoresce green]	100	-10	106[may fluoresce green]
CC1CCC(NC(=O)CSc2nnc(-c3cccnc3)o2)CC1 (stereo not given)	3	-1	0	98	98	135	4	94
CN(C(=O)c1ccc(Cl)cc1)C1=CCCCC1CCC#N (stereo not given)	6	-4	1	97	92	99	6	100
CCn1ccnc1CN(C)Cc1nc(-c2cccc(Cl)c2)no1	-6	-2	42	98	97	92	-8	96
COc1ccccc1N1CCN(S(=O)(=O)CCNC(=O)c2cccc(F)c2)CC1	-14	5	0	96	98	104	-6	100
CCOc1ccc(N(CC(=O)NCC2CCCO2)S(=O)(=O)c2ccc(C)cc2)cc1 (stereo not given)	1	-2	2	102	100	112	5	102
CCSc1nc(-c2ccc(OC)cc2)cc(-c2ccc(OC)cc2)c1C#N	6	2	1	95	94	95	6	96
CC1=C(C(=O)O)N2C(=O)C(NC(=O)c3nn(C)c(C)c3Cl)C2SC1 (stereo not given)	-6	-13	1	96	92	73	-7	101
CCOc1ccc(NC(=O)CSc2nnc(Cn3cnc([N+](=O)[O-])n3)n2CC)cc1	5	-5	7	104	97	119	-2	98
COc1ccc(NC(=S)N/N=C/c2cccn2Cc2ccc(F)cc2)cc1	-5	5	19	97	111	103	-1	107
COc1ccc(C2NC(=O)NC(O)(C(F)(F)F)C2C(=O)c2ccc(C)cc2)cc1 (stereo not given)	6	9	1	98	102	117	5	98
CS(=O)(=O)N1CCCC(C(=O)NCc2ccccn2)C1 (stereo not given)	4	2	0	107	93	85	4	90
CCOc1cc(CNCc2ccc3c(c2)OCO3)ccc1OC	-5	/	/	103	98	99	/	107
C=CCOC(=O)C1=C[C@@H](c2coc3ccccc3c2=O)C[C@@H](OCc2ccc(CO)cc2)O1	1	-3	0	94	95	100	0	97
COc1ccc(C(=O)Nc2ccc(NC(=O)Cc3ccccc3)cn2)cc1	8	-3	1	112	101	100	5	102
O=S(=O)(Nc1ccccc1OC(F)F)c1ccc(S(=O)(=O)N2CCCC2)cc1	-10	7	-1	106	109	94	3	107
Cc1ccc(N(CC(=O)NCCSCc2ccco2)S(=O)(=O)c2ccc(C)cc2)cc1	6	-11	1	93	99	107	1	100
COc1ccc2c(c1)CCCC21NC(=O)N(CC(=O)NCc2cccs2)C1=O (stereo not given)	0	4	-1	90	96	105	3	99
CCOc1ccc(CCNC(=O)COC(=O)c2cccc(OC)c2O)cc1OCC	4	7	0	106	95	89	3	103
Cn1c(=O)c2[nH]c(-c3ccccc3O)nc2n(C)c1=O	5	-7	41	88	105	97	0	113
COc1ccc(C(=O)NCC(=O)n2nc(C)cc2C)cc1OC	-32	4	4	93	84	98	-9	94
Cc1ccc2c(CN3CCN(S(=O)(=O)/C=C/c4ccccc4)CC3)cc(=O)oc2c1	-2	-6	1	100	94	96	1	100
COc1ccc(CN2CCOCC2)cc1	-6	2	-2	92	94	86	3	100
CCCNc1c(NC(=O)c2cccs2)c(=O)oc2ccccc12	2	-2	-1	100	105	96	4	108
O=C1CN(C(=O)COC(=O)c2ccc([N+](=O)[O-])o2)c2ccccc2N1	/	10	9	102	102	142	-3	100
O=C(CSc1nnc2scc(-c3ccccc3)n12)Nc1nsc(-c2ccccc2)n1	35	-1	15	95	113	101	0	99
COc1ccccc1C(CNC(=O)c1cccc(NS(=O)(=O)c2ccc(C)c(F)c2)c1)N(C)C (stereo not given)	22	-8	2	98	105	80	10	97
O=C(CC(=O)Nc1cccnc1)Nc1cccnc1	0	-8	12	105	104	98	4	111
Cc1ccc(-c2c[n+](Cc3cccc(Cl)c3)c3n2CCC3)cc1	4	-16	-1	101	104	106	8	101

Only procasp7 counter, for 4 of the compounds above:
structure	procasp7 counter
COc1ccc(C(=O)NCC(=O)n2nc(C)cc2C)cc1OC	4
Cc1ccc2c(CN3CCN(S(=O)(=O)/C=C/c4ccccc4)CC3)cc(=O)oc2c1	-6
COc1ccc(CN2CCOCC2)cc1	2
CCCNc1c(NC(=O)c2cccs2)c(=O)oc2ccccc12	-2

Next results.
SMILES	JMJD2C inh	procasp7 counter	AHR act	RPL19A-GFP yeast	LAP4-GFP MLPCN	CR mimetic SO	proCasp3 act	MEP2 TOR yeast
Cc1ccc(-n2nc3c(c2NC(=O)/C=C\c2ccc4c(c2)OCO4)CSC3)c(C)c1	6	-5	5	98	91	101	11	100
Cc1ccc(S(=O)(=O)Nc2c(O)c3ccccc3oc2=O)cc1C	-4	-3	2	99	99	103	-3	103
C/C(=N\Nc1ccc2nncn2n1)c1cccs1	4	-2	14	101	103	100	-2	102
Cc1ccc(CNC(=O)CC(C)S(=O)(=O)c2ccc3c(c2)NC(=O)CS3)o1 (stereo not given)	3	-5	1	101	98	90	-5	106
CC(C)c1ccc(S(=O)(=O)/N=C2/C=C(Sc3ncn[nH]3)C(=O)c3ccccc32)cc1	7	-38	41	104	106	144	-22	96
O=C(Nc1cccc(NC(=O)c2ncn[nH]2)c1)c1cccc(Cl)c1	3	6	7	99	100	83	0	106
COc1ccc(OCC(=O)NC2CCCc3ccccc32)cc1 (stereo not given)	-42	6	6	102	111	113	-1	104
Cc1ccc(C(=O)N/C(=C/c2cccc([N+](=O)[O-])c2)C(=O)NC(C)C)cc1	-1	-2	-1	107	97	120	10	106
CCCNC(=O)c1c(C)cc(=O)oc1C	13	8	-4	59[may fluoresce violet]	87[may fluoresce violet]	100	5	149[may fluoresce violet]
CC1(C)OC(=O)C(=CNCCc2ccc(O)cc2)C(=O)O1	-8	8	0	95	98	94	-9	99
COCC(=O)N(Cc1cc2cc(C)ccc2[nH]c1=O)c1ccc(C)c(C)c1	6	-2	7	103	96	94	-8	110
Cc1c(-c2ccc(/C=N/NC(=O)C(=O)Nc3ccccc3F)o2)cccc1[N+](=O)[O-]	4	2	1	95	98	113	-2	95
Cc1ccc2nc(N(CCCN(C)C)C(=O)c3cc(-c4cccs4)nc4ccccc34)sc2c1	0	12	-18	99	89	102	-11	96
O=C(Nc1cc(S(=O)(=O)N2CCOCC2)ccc1N1CCOCC1)c1ccc(S(=O)(=O)N2CCCCC2)cc1	5	0	-2	102	106	108	-1	109
Cc1c(NC(=O)CSc2nnc(-c3ccco3)n2-c2ccccc2)c(=O)n(-c2ccccc2)n1C	20&1	2	0	86	89	96	2	89

Screening results deposited in PubChem by several laboratories.
